# From PubChem BioAssay
# DAGLB inh: blocks human DAGLB lipase activity; hit rate 0.059% among 340,000; HEK293T DAGLB membrane lysate, EnzChek fluorogenic substrate; inhibition, % at 5.17 µM; Q8NCG7; in the data active means inhibition above about 34%;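 further: 0% = enzyme with vehicle and 100% = wells lacking enzyme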
# V-ATPase pH: alters yeast V-ATPase proton transport; response, % at 10 µM; S. cerevisiae, pHLuorin cytosolic pH fluorescence; hit rate 0.37% among 350,000; in the data active means response mostly above about 7.3%, no sharp cut-off; inactive means mostly below about 5.4%; further: actives read high; inactives centre near 0; some compounds called inactive have numbers as strong as hits; reference of the scale not given here
# HTR5A ag: HTR5A agonism, opioid heterodimer counter-screen | AID 504692 | activation, % at 9.3 µM | P47898 | HTR5A agonist assay, luminescence, cell-based | hit rate 0.61% among 340,000; in the data active means activation mostly above about 9.5%, no sharp cut-off; inactive means mostly below about 7.6%;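 further: 0% = cells with vehicle only and 100% = reference agonist; strong numbers were not always called active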
# Pemphigus Ab inh: inhibitors of pemphigus antibody binding to human desmoglein-3; DSG3-coupled beads, scFv-anti-DSG3-GFP binding, flow cytometry; hits give low values; binding (percent of control), % at 10 µM; hit rate 0.48% among 310,000; P32926;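 active means binding more than 3 SD below its plate's average and above zero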;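 further: hits lower antibody fragment binding to DSG3; some compounds called inactive have numbers as strong as hits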
# Target sequence (P32926 whole entry, looked up, the tested form may be a part): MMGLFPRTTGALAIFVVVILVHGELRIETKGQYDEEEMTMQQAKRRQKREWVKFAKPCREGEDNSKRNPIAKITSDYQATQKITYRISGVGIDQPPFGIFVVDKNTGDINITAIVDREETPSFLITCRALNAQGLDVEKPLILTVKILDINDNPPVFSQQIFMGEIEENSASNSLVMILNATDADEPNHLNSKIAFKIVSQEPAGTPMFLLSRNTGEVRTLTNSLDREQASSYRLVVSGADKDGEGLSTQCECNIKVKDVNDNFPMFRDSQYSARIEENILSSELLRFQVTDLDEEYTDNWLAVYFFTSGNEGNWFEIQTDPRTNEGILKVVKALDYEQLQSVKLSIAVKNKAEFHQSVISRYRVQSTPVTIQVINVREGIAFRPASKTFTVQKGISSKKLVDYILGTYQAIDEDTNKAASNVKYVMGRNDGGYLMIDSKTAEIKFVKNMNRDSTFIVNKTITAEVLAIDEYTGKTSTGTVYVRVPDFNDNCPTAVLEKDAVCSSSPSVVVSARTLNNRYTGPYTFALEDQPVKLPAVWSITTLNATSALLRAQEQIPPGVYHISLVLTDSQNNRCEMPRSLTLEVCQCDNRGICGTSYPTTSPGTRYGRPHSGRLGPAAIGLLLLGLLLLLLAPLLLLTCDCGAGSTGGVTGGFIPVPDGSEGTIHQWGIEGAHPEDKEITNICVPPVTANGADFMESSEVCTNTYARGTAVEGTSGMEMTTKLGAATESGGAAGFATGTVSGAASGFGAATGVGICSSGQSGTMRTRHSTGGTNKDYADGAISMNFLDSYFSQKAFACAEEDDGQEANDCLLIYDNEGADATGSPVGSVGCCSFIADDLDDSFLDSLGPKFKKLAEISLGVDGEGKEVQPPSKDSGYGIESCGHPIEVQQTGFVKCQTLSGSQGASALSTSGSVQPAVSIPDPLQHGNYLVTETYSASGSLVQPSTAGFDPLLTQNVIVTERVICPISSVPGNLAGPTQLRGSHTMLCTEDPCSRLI
# PKA-R1A activ: activators of PKA-R1A complex | hit rate 0.083% among 340,000 | activation, % at 11.4 µM | PKA-R1A dissociation, Cy5-IP20 fluorescence polarization; scaled: DMSO 0%, 113 µM cGMP 100%;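 active means percent activation above the mean of all tested compounds plus 3 SD, cut at about 19% in these data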;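 further: higher means more PKAc released from R1A so a rise in polarization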
# MOR-DOR inv ag: inverse agonists of human mu-delta opioid receptor heterodimerization. cell-based MOR-DOR heterodimer luminescence, inverse agonism. inhibition, % at 9.3 µM. hit rate 0.21% among 340,000. AID 504357; in the data active means inhibition above about 22%, passing the limit was not always enough;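 further: 0% = cells with DMSO and 100% = wells without cells with DMSO; values of inactives mirror those of a sister screen read the other way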
# PKA-R2B act: activators of human PKA-R2B complex. P22694+P31323. PKA-R2B holoenzyme dissociation, Cy5-IP20 fluorescence polarization; R2B truncated from residue 108, S112A mutant; 0% DMSO only, 100% 113 µM cGMP. activation, % at 11.4 µM. hit rate 0.079% among 340,000. AID 504700;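 active means activation above a cutoff set at the mean over all compounds plus 3 SD, cut at about 18% in these data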;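 further: higher means more holoenzyme dissociation and a rise in polarization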
# OPRM1-OPRD1 ag: agonists of human mu-delta opioid receptor heterodimerization; activation, % at 9.3 µM; hit rate 0.3% among 340,000; P35372+P41143; AID 504326; cells, OPRM1-OPRD1 heterodimerization, luminescence; in the data active means activation above about 18%;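 further: 0% = vehicle-treated cells and 100% = reference agonist; values of inactives mirror those of a sister screen read the other way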
# Arr AP2 block: human beta-arrestin and AP2 interaction inhibition | inhibition, % at 10 µM | hit rate 0.31% among 340,000 | AID 504490 | FITC-arrestin peptide / GST-AP2 beads, flow cytometry; AP2 beta2 appendage carries R879A mutation;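 active means inhibition above a set limit, near 3 SD of compounds lacking own fluorescence, cut at about 54% in these data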;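 further: plate controls were DMSO wells for no effect and 5 µM unlabelled arrestin peptide for full effect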
#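 System: GST-AP2 R879A glutathione beads. Medium: PBS with 0.05% Tween 20 and 0.1% BSA. Also added: FITC-arrestin peptide, 50 nM. Incubation: 12 min plus 1 h, RT. Measured by: high-throughput flow cytometry of beads, ex 488, em 535 nm. Evaluation: percent drop in bead-associated FITC signal.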
# HTR5A inv ag: inverse agonist of human HTR5A in OPRM1-OPRD1 counter-screen. P47898. HTR5A cell line, luminescence, inverse agonism. inhibition, % at 9.3 µM. hit rate 0.083% among 340,000. AID 504634; in the data active means inhibition mostly above about 23%, no sharp cut-off; inactive means mostly below about 18%;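 further: 0% = cells with DMSO and 100% = no-cell wells with DMSO; some compounds called inactive have numbers as strong as hits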
# * = called active by the depositor; . = not tested or not shown.
SMILES,DAGLB inh,V-ATPase pH,HTR5A ag,Pemphigus Ab inh,PKA-R1A activ,MOR-DOR inv ag,PKA-R2B act,OPRM1-OPRD1 ag,Arr AP2 block,HTR5A inv ag
COC(=O)c1ccc2[nH]c(C)c(CN3CCCC3)c(=O)c2c1,-0.8,-1.2,7.3,103.3,2.7,12.0,-7.8,-2.2,0.6,-25.7
O=c1cc(NS(=O)(=O)c2ccccc2)nc(SCc2ccccc2Cl)[nH]1,2.2,0.7,-1.1,104.5,-5.6,-3.7,-10.6,0.7,9.4,3.7
COC(=O)c1scc(S(=O)(=O)C(C)(C)C)c1N,-0.6,-0.7,-2.0,121.1,6.6,10.8,8.0,-2.0,13.2,-4.3
CCN(CC)CCNC(=O)c1cn(CCOC)c(=O)c2c1c1ccccc1n2C,-1.4,2.2,-0.3,96.8,-3.4,7.5,-5.0,-1.6,-5.5,1.1
O=C(O)c1ccc2c(=O)n(Cc3ccccc3)c(SCc3ccc([N+](=O)[O-])cc3)nc2c1,8.4,-0.9,6.0,99.7,7.2,8.8,-6.9,-1.9,-0.2,-23.1
Cc1ccc(NC(=S)N2CCCCCC2)c(C)c1,1.1,-3.3,4.0,.,12.2,-2.1,0.8,0.4,7.9,32.9
Cc1ccc(S(=O)(=O)Nc2ccc(Br)cc2C(NCC(=O)O)c2ccccc2)cc1 (configuration not stated),8.0,-2.7,4.0,86.2,-20.2,11.7,-20.1,-2.3,2.6,-4.1
CC(C)C(NC(=O)C1CCC(C(C)(C)C)CC1)C(=O)NCc1cccnc1 (configuration not stated),-17.8,-3.7,-0.3,79.3,-1.3,10.4,4.7,-1.9,26.4,-10.4
COc1ccc(C(=O)/C=C/c2ccc(N3CCCCC3)c([N+](=O)[O-])c2)c(OC)c1,19.6,.,2.7,104.8,-5.6,5.2,-9.0,-1.0,14.8,-7.9
O=C(NC1CCCC1)c1nc2c(nnn2Cc2ccccc2Cl)c(=O)[nH]1,5.6,0.1,8.9,93.8,-3.9,2.8,-6.2,-0.5,2.2,-5.5
O=C(O)Cc1sc(N/N=C\c2ccncc2)nc1-c1ccccc1,1.7,-0.4,-4.8,87.7,11.4,4.2,9.0,-0.8,1.9,-3.4
O=c1oc(-c2cccs2)nc2c1cnn2-c1ccccc1,5.5,.,-2.3,86.0*,1.0,-10.2,2.0,1.9,-10.3,6.3
COC(=O)Cn1cc(C(=O)C2CC2)c2ccccc21,0.6,0.7,0.5,104.5,-2.5,16.4,5.9,-3.3,30.7,6.8
O=C(Nc1ccc(Cl)cc1)Nc1ccc2c(c1)N1CCN=C1S2,-14.7,7.7,-1.1,98.1,7.7,-36.4,0.7,6.7,-2.2,-58.6
Cc1ccc(SCC(=O)OCC(=O)NCc2cccs2)cc1,-1.8,4.2,-2.3,92.5,-18.8,20.7,-13.8,-4.0,7.3,5.5

# In the list so far, 2 contain a nitro group on carbon.
SMILES,DAGLB inh,V-ATPase pH,HTR5A ag,Pemphigus Ab inh,PKA-R1A activ,MOR-DOR inv ag,PKA-R2B act,OPRM1-OPRD1 ag,Arr AP2 block,HTR5A inv ag
O=C(O)c1ccc2c(=O)n(Cc3ccccc3)c(SCc3ccc([N+](=O)[O-])cc3)nc2c1,8.4,-0.9,6.0,99.7,7.2,8.8,-6.9,-1.9,-0.2,-23.1
COc1ccc(C(=O)/C=C/c2ccc(N3CCCCC3)c([N+](=O)[O-])c2)c(OC)c1,19.6,.,2.7,104.8,-5.6,5.2,-9.0,-1.0,14.8,-7.9

# (cont.)
SMILES,DAGLB inh,V-ATPase pH,HTR5A ag,Pemphigus Ab inh,PKA-R1A activ,MOR-DOR inv ag,PKA-R2B act,OPRM1-OPRD1 ag,Arr AP2 block,HTR5A inv ag
COc1cc(N)c2ncsc2c1,2.1,1.5,-3.5,126.6,-5.1,-1.1,-7.5,0.2,39.4,13.7
CCCOC(=O)C1=C(C)NC(=O)NC1c1ccc(Br)s1 (configuration not stated),0.9,1.6,3.4,108.8,-7.0,2.4,0.2,-0.5,1.4,-11.6
Nc1ccc(O)c([N+](=O)[O-])c1,-0.6,-1.5,-4.4,101.0,-4.0,6.0,-2.9,-1.1,42.1,18.4
CC(=O)c1cc(-c2ccccc2)n(CC(=O)N2CCC(N3CCCCC3)CC2)c1C,-2.6,-1.4,4.2,105.5,0.1,6.1,-3.6,-1.3,-2.5,0.1
Cc1ccc(-c2csc(NC(=O)CSc3nnc4c(n3)[nH]c3ccccc34)n2)cc1,3.4,1.1,13.4*,100.6,6.9,-28.0,2.1,5.4,.,-49.1
COc1ccc(NC(=O)CSc2nc3ccsc3c(=O)n2CCC(=O)O)cc1,-2.5,2.1,.,98.5,4.5,.,0.3,.,.,.
Cc1ccc(C(=O)NN2C(=O)/C(=C/c3cn(C)c4ccccc34)SC2=S)cc1,-5.7,-3.9,3.5,108.3,-2.3,9.4,-3.4,-1.6,-1.6,-9.3
O=C(NCc1ccc(F)cc1Cl)C1CCN(S(=O)(=O)N2CCCCC2)CC1,-2.5,-0.2,0.7,109.2,0.5,7.0,8.6,-1.4,6.6,-2.8
COc1ccc(CC(=O)OCc2nnc(C3COc4ccccc4O3)o2)cc1OC (configuration not stated),-0.1,5.9,-0.2,106.8,-3.9,11.2,3.9,-1.9,0.5,-13.7
O=[N+]([O-])/C(N=Nc1ccccc1)=N\Nc1ccccc1,1.5,-0.3,1.6,102.7,-8.9,-0.4,-3.7,0.1,-0.2,4.7
O=C(CN1CCN(S(=O)(=O)c2ccccc2F)CC1)Nc1ccccc1C(=O)c1ccccc1,-0.5,-1.6,-2.9,103.6,-11.5,-3.0,2.1,0.6,1.9,8.1
CSc1ccccc1NC(=O)Cc1ccc(Br)cc1,0.8,0.1,-0.3,106.7,-10.9,14.8,-7.6,-2.9,13.9,17.8
Cc1cc(C)nc(N2CCCC(C(=O)Nc3cccc(Cl)c3)C2)n1 (configuration not stated),-2.2,-5.2,5.0,114.7,9.2,-10.9,1.4,2.0,-7.2,-14.1
CSc1ccc(CNC2CC2)cc1,1.7,-0.9,12.9,105.0,4.6,4.2,-16.5,-0.7,-7.3,-34.0
CCOC(=O)C1=C(C)NC(SC(C)=O)=NC1c1ccc(OC(C)=O)c(OC)c1 (configuration not stated),-6.0,3.8,3.7,111.9,-0.3,-9.3,15.0,1.6,-3.8,-10.8
COc1ccc(-c2ccc(SCC(=O)N3CCOCC3)nn2)cc1OC,-0.6,2.3,-0.5,99.4,2.5,7.8,6.1,-1.5,1.4,1.6
Cc1ccc(C)c(S(=O)(=O)Nc2ccc(C(=O)NCCc3ccccn3)cc2)c1,0.0,-0.1,-3.4,98.6,-1.6,-1.0,-0.3,0.2,-14.3,8.6
O=C(COC(=O)CNC(=O)c1ccccc1F)Nc1cccnc1Cl,-0.1,5.4,0.6,112.2,9.6,3.4,0.7,-0.7,24.3,-1.6
O=C(O)c1ccc(N2CCN(C(c3ccccc3)c3ccccc3)CC2)c([N+](=O)[O-])c1,9.4,2.4,0.1,98.5,6.7,21.4,4.6,-4.7,33.8,-0.3
COC(=O)[C@@]1(Cc2ccc(OC)cc2)[C@@H]2[C@@H](CC(=O)[C@H]2CC(=O)C(=O)N(C)C)CN1C(=O)c1ccccc1,1.3,1.7,0.9,100.0,-8.3,13.5,-7.7,-2.4,1.6,-3.8
CCCSc1nc2c([nH]1)c(=O)n(C)c(=S)n2C,3.0,1.9,5.9,.,2.5,5.6,3.0,-1.1,-0.6,-22.7
CCNC(=O)Oc1ccc(-c2csnn2)cc1,-0.8,0.9,-2.7,100.0,-3.3,6.4,-1.2,-1.1,24.5,7.5
Cn1cc(CN2CCCCC2CO)c(-c2ccc(Oc3ccccc3)cc2)n1 (configuration not stated),-0.1,1.6,-2.5,96.5,-5.2,-9.8,-3.1,1.9,11.9,11.3
COc1cccc2sc3ccc(NCc4ccc5c(c4)OCO5)cc3c(=O)c12,1.3,2.0,-0.8,112.7,-3.5,-44.6,0.8,7.7,3.4,-4.8
COc1cccc(N2CC(NS(=O)(=O)c3cccnc3)CC2=O)c1 (configuration not stated),1.9,1.1,-1.7,104.6,-0.8,6.9,-11.1,-1.1,-0.1,4.7
Cc1cccc(-n2ccnc2SCC(=O)Nc2ccc3c(c2)OCCO3)c1,-1.3,2.5,8.1,95.9,-4.4,6.0,-5.5,-1.2,-4.3,-20.8
CCNC(=O)N1CCN(CCCC(c2ccc(F)cc2)c2ccc(F)cc2)CC1,3.1,1.3,3.9,103.8,-0.5,-2.0,0.4,0.4,6.6,-13.9
CN(C)c1ccc(NC(=O)CN2CCC(C(=O)c3ccc(F)cc3)CC2)cc1,-2.0,-0.9,-1.5,99.7,-10.0,-9.9,2.7,1.8,10.1,8.1
COc1ccc(NC(=O)c2ncn[nH]2)cc1,2.1,4.0,1.7,105.9,-2.5,15.5,-4.6,-2.5,0.3,-4.6
COc1cc(/C=N/Nc2ccc(C(=O)O)cc2)cc(OC)c1OC,-0.2,6.5,-0.1,99.7,-8.0,-2.3,-6.7,0.5,9.8,4.7
COc1cccc(NC(=S)N(CCN(C)C)C(C)c2cccnc2)c1 (configuration not stated),-1.0,1.0,3.3,.,-1.1,8.6,7.2,-1.9,28.1,17.4
COc1cccc(C(=O)NCCCn2ccnc2)c1,-2.4,-1.7,8.0,108.2,7.6,13.3,-11.5,-2.6,30.1,-23.3
CN(C)c1ccc(/C=C/c2nc3ccccc3c(=O)n2CCO)cc1,-47.4,6.8,2.2,90.5,-3.0,-1.0,2.7,0.2,2.2,-8.1
CC(=O)N/C(=C\c1ccccc1)C(=O)OCC(=O)Nc1cc(S(=O)(=O)N(C)C)ccc1Cl,-1.4,3.8,4.8,106.2,-8.1,-18.4,-4.4,2.7,9.8,-12.6
O=[N+]([O-])c1ccc2oc(-c3cccc(O)c3)nc2c1,-2.5,-0.3,-1.6,.,5.2,2.1,15.2,-0.5,7.5,13.7
CC(C)CC(=O)Nc1ccc2ccccc2c1,-2.7,-0.3,0.2,94.3,-3.6,14.0,-3.7,-2.9,7.7,-2.8
CCN(CC)C(=O)CSc1nnc(-c2ccc(F)cc2)n1N,0.3,0.1,3.7,111.0,2.6,-1.3,4.2,0.2,1.6,-11.0
CCOC(=O)c1cnn(-c2ccccc2)c1N,1.5,1.5,-1.7,.,7.1,5.3,0.1,-1.1,49.1,9.7
Cc1cc(C)c2sc(N(CCCN(C)C)C(=O)c3ccc(S(=O)(=O)N(C)Cc4ccccc4)cc3)nc2c1,-0.5,0.9,6.5,111.9,-1.0,-35.2,6.7,5.3,-6.2,11.1
CCN1CCN(c2nc3c(C)cccn3c(=O)c2/C=C(\C#N)C(=O)NCCCOC)CC1,0.2,-0.7,-1.3,105.4,-3.2,7.7,6.7,-1.7,-0.6,4.5
C=CCOn1c(=O)c(C)[n+]([O-])c2ccccc21,-1.0,2.3,3.0,104.3,0.9,-1.7,9.1,0.3,-1.9,-9.0
COc1ccc(NC(=O)C(C)N2CCN(C)CC2)cc1 (configuration not stated),2.6,-2.0,1.9,102.6,-0.9,14.6,-10.0,-3.2,2.9,-6.7
